OX1R antag-1: human HCRTR1 antagonism; O43613; CHO/OX1R cells, Fluo-8 calcium fluorescence, orexin A; inhibition, % at 5 µM; hit rate 0.43% among 330,000; AID 434989;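 active = inhibition above its plate's threshold, mean inhibition of all tested compounds on the plate plus 3 SD, cut at about 37% in these data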;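 note: 0% = orexin A challenge wells and 100% = SB-334867-A antagonist wells; not every result past the cut was called active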
Target sequence (O43613 whole entry, looked up): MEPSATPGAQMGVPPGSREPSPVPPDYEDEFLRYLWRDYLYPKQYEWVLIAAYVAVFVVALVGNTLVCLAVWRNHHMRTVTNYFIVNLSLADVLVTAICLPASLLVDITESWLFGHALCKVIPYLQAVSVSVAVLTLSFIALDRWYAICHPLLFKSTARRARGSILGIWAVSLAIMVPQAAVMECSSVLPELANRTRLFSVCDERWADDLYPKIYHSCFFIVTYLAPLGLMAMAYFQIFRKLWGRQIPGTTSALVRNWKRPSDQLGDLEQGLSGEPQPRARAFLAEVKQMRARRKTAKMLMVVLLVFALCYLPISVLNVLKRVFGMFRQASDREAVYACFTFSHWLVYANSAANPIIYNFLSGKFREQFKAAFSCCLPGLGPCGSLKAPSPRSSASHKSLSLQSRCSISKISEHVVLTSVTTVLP
OX1R antag-2: antagonists of human orexin 1 receptor (OX1R). AID 485270. hit rate 1.8% among 330,000. inhibition, % at 6.6 µM. O43613. OX1R-expressing cells, FRET antagonist read-out; in the data active = inhibition mostly above about 38%, no sharp cut-off; inactive = mostly below about 40%;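 note: 0% = agonist challenge alone and 100% = reference antagonist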
An asterisk follows results filed as active.

OX1R antag-1,OX1R antag-2,Structure
-8,28,COc1ccc(CNC(=O)C(C)OC(=O)c2cccs2)cc1 (configuration not stated)
-4,12,CCOc1cccc2cc(C(=O)Nc3ccccc3-c3ccccc3)c(=O)oc12
-20,0,COc1ccc(CCNC(=O)CCc2ccc(S(=O)(=O)NC(C)C)cc2)cc1OC
-12,-2,CCc1ccc(N2CC(C(=O)NCc3ccco3)CC2=O)cc1 (configuration not stated)
42,50,CC(NS(=O)(=O)OCC(Cl)(Cl)Cl)c1ccc(C(C)(C)C)cc1 (configuration not stated)
-39,19,COCC(=O)N(CCc1ccc(OC)c(OC)c1)Cc1cc2cc(C)ccc2nc1Cl
-7,21,CC(C)C(=O)Nc1ccc(Oc2ccc3c(c2)C(=O)NC3=O)cc1
-33,7,COc1ccc(CCNC2CC(=O)N(CCc3ccccc3)C2=O)cc1OC (configuration not stated)
-6,13,CCC(=O)N1CCN=C1SCc1ccc(F)cc1
-16,0,Cn1c(=O)c2c(nc(CN3CCN(CCO)CC3)n2Cc2ccccc2Cl)n(C)c1=O
-2,11,O=C1CCCN1CC(CN1CCOCC1)Sc1nnnn1-c1ccccc1 (configuration not stated)
2,10,O=C(C[n+]1cc(-c2ccccc2)n2c1CCC2)OCc1ccccc1
-20,2,COc1ccc(C(N)=S)c(OC)c1
-16,3,CC(=O)N1CCc2cc(S(=O)(=O)NCCCN3CCCCC3)ccc21
-3,-1,O=C(O)c1ccccc1C(=O)NC1=NN(c2ccccc2)CC1
-17,18,Cc1cccc(NC(=O)CN(C)S(=O)(=O)c2ccccc2)n1
-4,6,On1c(-c2ccccc2)nc2ncccc21
8,12,O=C(CN1C(=O)c2ccccc2S1(=O)=O)NCCSCc1ccco1
1,12,CC(C)(Oc1cccc2ccccc12)C(=O)O
-14,19,CCS(=O)(=O)NCc1ccc2[nH]c3c(c2c1)CCCC3
-8,15,CN(C)C(=O)c1ccc(NC(=O)c2cc(-n3cnnc3)ccc2Cl)cc1
-13,27,O=C(Cc1c[nH]c2ccccc12)NC1(C(=O)NC2CCCCC2)CCCCC1
-20,12,CCOc1ccc(N/C(=N/c2nc(C)cc(C)n2)NC(C)=O)cc1
-24,12,CN(C)CCCN(C(=O)c1ccc(S(=O)(=O)N2CCCCCC2)cc1)c1nc2cc3c(cc2s1)OCCO3
-15,1,O=C(NCN1CCN(c2ccccc2)CC1)c1cnccn1
-17,0,COCCN(CC(=O)Nc1ccccc1C(F)(F)F)C(=O)/C=C/c1cc(Cl)c2c(c1)OCO2
-17,9,Cn1c(=O)c(C(=O)CN2CCN(S(=O)(=O)c3ccccc3)CC2)c(N)n(Cc2ccccc2)c1=O
0,8,COc1cc2cc(CN(CCN3CCCC3)C(=O)Nc3ccccc3Cl)c(=O)[nH]c2cc1OC
-8,10,COc1ccc(C2C(C(=O)Nc3cccnc3)=C(C)Nc3nc(-c4cccs4)nn32)cc1 (configuration not stated)
-3,9,Cc1nc([N+](=O)[O-])cn1CC(=O)Nc1ccc(F)c(Cl)c1
-15,21,CC1=C(C(=O)Nc2cc(C)ccn2)C(c2cnn(C)c2)C2=C(CC(c3ccccc3)CC2=O)N1 (configuration not stated)
0,20,COC(=O)C(C(=O)N1CCN(C)CC1)C1CCCCCC1 (configuration not stated)
-25,29,CCn1c(SCC(=O)Nc2sc3c(c2C(N)=O)CCC(C)C3)nnc1-c1ccco1 (configuration not stated)
-6,10,O=C(CSc1nnc(-c2ccncc2)n1C1CCCCC1)Nc1ccccc1
-41,4,Cc1ccccc1/C=N/Nc1nc2ccccc2[nH]1
-22,8,Cc1cccc(C(=O)N/C(=C/c2ccco2)C(=O)N2CCCCCC2)c1

Ordered by value in OX1R antag-1 (low to high): 3 from the list above
OX1R antag-1,OX1R antag-2,Structure
-41,4,Cc1ccccc1/C=N/Nc1nc2ccccc2[nH]1
-15,21,CC1=C(C(=O)Nc2cc(C)ccn2)C(c2cnn(C)c2)C2=C(CC(c3ccccc3)CC2=O)N1 (configuration not stated)
0,8,COc1cc2cc(CN(CCN3CCCC3)C(=O)Nc3ccccc3Cl)c(=O)[nH]c2cc1OC

Remaining list, next part.
OX1R antag-1,OX1R antag-2,Structure
0,1,CSC1=NCCN1C(=O)Cc1cccc2ccccc12
-10,14,CSCC[C@H](NC(=O)c1cccnc1)c1nnc2ccccn12
-26,23,CCCN1C(=O)/C(=C/c2ccccc2OCc2ccc(C(=O)O)cc2)NC1=S
-25,11,COc1ccc(NC(=O)c2c(C)nn(Cc3ccccc3)c2C)cc1S(=O)(=O)N(C)C
-5,17,O=C(OCc1cc(=O)n2ccsc2n1)C1(c2ccc(Cl)cc2)CC1
-32,2,CC1=C(C(=O)N2CCCC(N3CCN(c4ccccc4C)CC3)C2)OCCO1 (configuration not stated)
7,30,Cc1ccc(NC(=O)CCC(=O)N/N=C/c2ccco2)c(C)c1
-21,3,O=C(c1cnn(-c2nc3ccccc3s2)c1)c1ccccc1O
-14,9,CC(C)CC1Nc2ccc(C(=O)NCc3ccc4c(c3)OCO4)cc2NC1=O (configuration not stated)
-27,8,COCCCNc1nc2c(c(=O)[nH]c(=O)n2C)n1CC(O)COc1ccccc1C (configuration not stated)
-26,11,O=c1nc(SCc2cccc(C(F)(F)F)c2)nc2ccccn12
-35,20,COC(=O)c1sc2nc(CN3CCOCC3)nc(N3CCOCC3)c2c1C

Rewritten as labelled records: 4 of the compounds above
COCCCNc1nc2c(c(=O)[nH]c(=O)n2C)n1CC(O)COc1ccccc1C (configuration not stated)
  OX1R antag-1: -27
  OX1R antag-2: 8

O=C(OCc1cc(=O)n2ccsc2n1)C1(c2ccc(Cl)cc2)CC1
  OX1R antag-1: -5
  OX1R antag-2: 17

CSC1=NCCN1C(=O)Cc1cccc2ccccc12
  OX1R antag-1: 0
  OX1R antag-2: 1

CCCN1C(=O)/C(=C/c2ccccc2OCc2ccc(C(=O)O)cc2)NC1=S
  OX1R antag-1: -26
  OX1R antag-2: 23

Going on with the list.
OX1R antag-1,OX1R antag-2,Structure
-12,6,O=C(NCCc1ccc(Cl)cc1)C1CCN(C(=O)c2ccc(F)cc2)CC1
-26,14,CCN(c1ccccc1)S(=O)(=O)c1ccc(C(=O)Nc2ccccc2OC)cc1
-14,29,COc1cc(N/C(N)=N/c2nc(C)cc(C)n2)cc(OC)c1
-19,6,CCC(=O)N/N=C/c1ccc(-c2ccc(Cl)cc2)o1
-22,28,O=C(/C=C/c1ccccc1Cl)NCc1ccccc1
-19,11,O=C(COC(=O)c1ccc(F)cc1)NCc1ccc(F)cc1
-22,13,CCCC(C(=O)NC1CCCC1)N(CC1CCCO1)C(=O)CNS(=O)(=O)c1ccc(F)cc1 (configuration not stated)
-10,12,O=C(COc1ccc(Cl)cc1Cl)N/N=C/c1ccc(OC2OC(CO)C(O)C(O)C2O)cc1 (configuration not stated)
-15,24,O=C(CN1C(=O)C2CC=CCC2C1=O)Nc1cc(C(F)(F)F)ccc1N1CCCC1 (configuration not stated)
-17,10,COc1cc(/C=N/NC(=S)Nc2cccc(S(=O)(=O)N(C)C)c2)ccc1O
-2,27,COCCNc1oc(-c2ccc(C)cc2)nc1C#N
-51,20,COC(=O)C1=C(C)N(Cc2ccccc2)C(=S)N[C@H]1c1ccccc1
-1,11,Cc1ccccc1NC(=O)C1C2CCCC1C2c1ccccc1 (configuration not stated)
-12,-5,COc1ccc(C(=O)COC(=O)c2ccc(N(C)C)cc2)cc1
-8,18,Cc1nc2cc(OCc3cc(C(=O)NC(C)c4cnn(C)c4)no3)ccc2s1 (configuration not stated)
-5,40,Cc1nc2c(-c3ccccc3)c(C)nn2c(C)c1CCC(=O)NC(C)CCc1ccco1 (configuration not stated)
-13,-7,CCc1ccc(-n2c(=S)sc3c(=O)n(-c4ccccc4C)c(SCC(=O)O)nc32)cc1
-11,9,Cc1ccc(Cn2c(CN3CC(C)OC(C)C3)nc3c2c(=O)[nH]c(=O)n3C)cc1 (configuration not stated)
4,11,Cc1ccccc1N=C(N)Nc1ccccc1C
-25,12,CCOC(=O)N1CCC(NC(=O)CCC(=O)N2CCOc3ccc(Cl)cc32)CC1
-11,12,CCc1nnc(NS(=O)(=O)c2ccc(NC(=S)NC(=O)c3cccnc3)cc2)s1
1,7,Cc1cc(CN(C)C)c(O)c(C2(C)CCCCC2)c1
-19,4,Cn1cc(CC(=O)NCc2ccc(F)cc2)c2ccccc21
-21,14,N#CC1(NC(=O)COC(=O)/C=C/c2ccc3ccccc3n2)CCCCC1
-19,8,COc1ccc(CC(C)CC(=O)Nc2ccc(OC)cc2)cc1 (configuration not stated)
-4,25,CCc1nc(Nc2ccc(OC)c(OC)c2)c2nnn(Cc3ccccc3Cl)c2n1
-13,-1,CN(C)C(CNS(=O)(=O)c1ccc(Cl)cc1F)c1ccco1 (configuration not stated)
3,7,O=C(O)CCC(=O)c1c[nH]c2ccccc12
6,-37,Nc1nc(-c2ccccn2)nc(N)c1Cc1ccccc1F
-12,9,CCN1CCCC1CNC(=O)c1cc2c(C)nc3ccccc3c2o1 (configuration not stated)
-13,9,CCOC(=O)c1ccc(Oc2cc(C)nc(Cl)n2)cc1
-20,19,Cc1ccc(S(=O)(=O)N2CCOCC2)cc1C(=O)Nc1ccccn1
-7,2,CCCCCCCCNC1=CC(=O)CC(C)(C)C1
-15,23,NC(=O)CC1Nc2cccc3cccc(c23)NC1=O (configuration not stated)
-15,6,CCOc1cc(C(=O)NCc2ccc(F)cc2)ccc1OCC(=O)N1CCCCC1
-12,24,CC(C)(C(N)=O)N1CCN(c2ncc(C(F)(F)F)cc2Cl)CC1
0,11,CC1=C(C#N)C(=O)NC(C)(C)C1
8,8,O=C(Nn1cnnc1)c1cc(Br)ccc1Cl
-12,11,COc1ccc(C2=CC3=C(Br)C(=O)C(C)(OC(=O)c4ccco4)C(=O)C3=CO2)cc1 (configuration not stated)
-5,29,COc1ccc(OC)c(NC(=O)Cn2c(CCC(=O)O)ccc2-c2ccc(C)cc2)c1
-18,11,C=CCOc1ccc(C2N3CC4(C)CN2CC(CCC)(C3)C4=O)cc1 (configuration not stated)
-21,15,O=C(OCc1ccc([N+](=O)[O-])cc1)C1CC(=O)N(CCc2ccccc2)C1 (configuration not stated)
-25,13,Cc1cc(N)n(-c2ccccn2)n1
2,6,c1csc(CN2CCOCC2)c1
-14,13,O=C(COc1ccccc1)N1CCN=C1SCc1cccnc1
-9,3,CCOC(=O)Cn1cc(C(=O)OC)c2ccccc21
11,3,Cc1c(Cl)c(C(=O)N2CCCC2)nn1C
-24,16,CC1Cc2ccccc2N1CC(=O)NCc1ccccc1Cl (configuration not stated)
9,40,Cc1cc(O)c2c(c1)C(=O)c1cc(O)cc(O)c1C2=O
-32,13,O=C(Cc1ccccc1)Nc1ccccc1N1CCN(c2ccccc2)CC1
-22,4,COc1ccc(NC(=O)CN(c2ccccc2C)S(C)(=O)=O)c(OC)c1
5,-4,CC(=O)Nc1ccc(NC(=O)CSc2nnc(-c3cc(C)[nH]n3)n2N)cc1
-26,21,CCN(CC)CCn1c2c(c(SCC(=O)Nc3ccccc3Cl)nc1=O)CCC2

7 entries from above, reformatted.
| Molecule | OX1R antag-1 | OX1R antag-2 |
| --- | --- | --- |
| O=C(OCc1cc(=O)n2ccsc2n1)C1(c2ccc(Cl)cc2)CC1 | -5 | 17 |
| CC1=C(C(=O)N2CCCC(N3CCN(c4ccccc4C)CC3)C2)OCCO1 (configuration not stated) | -32 | 2 |
| Cc1ccc(NC(=O)CCC(=O)N/N=C/c2ccco2)c(C)c1 | 7 | 30 |
| O=C(c1cnn(-c2nc3ccccc3s2)c1)c1ccccc1O | -21 | 3 |
| CC(C)CC1Nc2ccc(C(=O)NCc3ccc4c(c3)OCO4)cc2NC1=O (configuration not stated) | -14 | 9 |
| COCCCNc1nc2c(c(=O)[nH]c(=O)n2C)n1CC(O)COc1ccccc1C (configuration not stated) | -27 | 8 |
| O=c1nc(SCc2cccc(C(F)(F)F)c2)nc2ccccn12 | -26 | 11 |

Outcome played no part in choosing rows (roughly 2.1% active in at least one column).
